TPT1 inhibitor – Candida albicans TPT1 enzyme inhibitors, primary screen, biochemical, fluorescence polarization. recombinant caTPT1, FP RNA substrate dephosphorylation. inhibition, % at 5 µM. 300,000 tested, 0.81% active. AID 1962, 2009;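 active = inhibition above the mean of all tested compounds plus 3 SD, set per screening campaign, cut at about 24% in these data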;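 also: plate controls were DMSO alone for no effect and ferristatin control at 100 nM for full effect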
PP5 inh – PP5 phosphatase inhibitors, primary screen, biochemical, fluorescence. purified PP5c, OMFP substrate fluorescence. inhibition, % at 6.7 µM. 320,000 tested, 0.18% active;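 active = inhibition above the campaign's mean inhibition across all tested compounds plus 3 SD, cut at about 9.5% in these data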;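 also: 0% = DMSO only and 100% = 100 µM cantharidin control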
PAFAH2 FP inh – PAFAH2 enzyme inhibitors, primary screen, biochemical, fluorescence polarization, human; Platelet-activating factor acetylhydrolase 2, cytoplasmic (Homo sapiens), Q99487; recombinant PAFAH2, FP-rhodamine activity probe; inhibition, % at 3.39 µM; 340,000 tested, 0.99% active; AID 492956, 2010;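 active = inhibition above the mean over all tested compounds plus 3 SD, cut at about 30% in these data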;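 also: inhibitors block probe labeling of enzyme so polarization drops; 0% = enzyme with DMSO and 100% = wells lacking PAFAH2 protein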
Fh CTSL1 inh – Fasciola hepatica cathepsin L1 inhibitors, primary screen, counter-screen for PFM18AAP inhibitor project, biochemical, QFRET, fluorogenic peptide substrate; AID 1906, 2009; 300,000 tested, 0.49% active; inhibition, % at 5.96 µM; recombinant F. hepatica cathepsin L1, Z-Leu-Arg-MCA fluorescence;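 active = inhibition above the mean of all tested compounds plus 3 SD, set per screening campaign, cut at about 17% in these data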;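 also: 0% = plate median of test compound wells and 100% = 1 µM Z-Phe-Ala-diazomethylketone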
procasp7 counter – procaspase-7 activators, primary screen, counter-screen for procaspase-3 activator project, biochemical, absorbance, HTS, human; Caspase-7 (Homo sapiens), P55210; recombinant procaspase-7, Ac-DEVD-pNA absorbance 405 nm; D23A/D198A/D206A triple mutant, cannot self-cleave; scale: DMSO 0, 5 µM enzyme 100; activation, % at 8.5 µM; 330,000 tested, 0.093% active; AID 463210, 2010;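 active = percent activation above the screen-wide mean plus 3 SD, cut at about 25% in these data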
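Assay system: Uncleavable procaspase-7 mutant enzyme / Input: 2 µM procaspase-7 mutant as dispensed / Dosing: single nominal 8.5 µM compound dose, 0.8% DMSO final / Timing: 1 h enzyme–compound preincubation and 2 h substrate reaction, both 25 °C / Detection: p-Nitroaniline absorbance at 405 nm, read at 0 and 120 min / Replication: singlicate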
HCV core dimer – inhibitors of HCV core protein dimerization, primary screen, biochemical, TR-FRET, high-throughput. TR-FRET GST/Flag-core106 dimerization, 1536-well. AID 1899, 2009. 300,000 tested, 0.33% active. inhibition, % at 5 µM;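 active = inhibition above the mean of all tested compounds plus 3 SD, set per screening campaign, cut at about 45% in these data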
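Assay system: GST-tagged and Flag-tagged HCV core protein residues 1-106 / Times: compound-protein-antibody incubation 4 h at 22.5 °C / Signal: time-resolved FRET, ex 340 nm, em 617 and 671 nm / Evaluation: % inhibition based on acceptor/donor emission ratio / Benchmarks: wells lacking GST-core106 and wells with excess unlabelled core106 / Repeats: singlicate, one well per compound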
PP1 inh – PP1-alpha phosphatase inhibitors, primary screen, counter-screen for PP5 inhibitor project, biochemical, fluorescence, OMFP substrate, single point | Serine/threonine-protein phosphatase PP1-alpha catalytic subunit (Homo sapiens), P62136 | purified PP1alpha | inhibition, % at 6.7 µM | 320,000 tested, 0.9% active | AID 2235, 2010;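 active = inhibition above the mean inhibition of all tested compounds plus 3 SD, computed separately for each screening campaign, cut at about 15% in these data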
procasp3 activ – activators of human procaspase-3 D3A mutant, primary screen, biochemical, absorbance, PC-3 D3A mutant, single concentration. Caspase-3 (Homo sapiens), P42574. recombinant procaspase-3 D3A, Ac-DEVD-pNA absorbance 405 nm. activation, % at 8.5 µM. 330,000 tested, 0.11% active;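 active = activation above the mean of all tested compounds plus 3 SD, cut at about 21% in these data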;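 also: 0% = DMSO alone and 100% = DMSO wells spiked with extra 5 µM PC-3 D3A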
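assay system = Procaspase-3 D3A mutant | signal = absorbance at 405 nm, 0 and 120 min | times = 1 h preincubation plus 2 h reaction at 25 °C | repeats = single replicate | read-out = % activation between DMSO and enzyme-spiked controls | medium = Zinc-free HEPES saline buffer with Triton X-100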
AHR activator – AHR activators, primary screen, cell-based, luminescence, luciferase reporter, human | AHR-responsive luciferase reporter cells | activation, % at 5 µM | 320,000 tested, 2.5% active; in the data active = activation above about 47%;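 also: 0% = vehicle wells and 100% = reference agonist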
Target sequence (P35869 whole entry, looked up): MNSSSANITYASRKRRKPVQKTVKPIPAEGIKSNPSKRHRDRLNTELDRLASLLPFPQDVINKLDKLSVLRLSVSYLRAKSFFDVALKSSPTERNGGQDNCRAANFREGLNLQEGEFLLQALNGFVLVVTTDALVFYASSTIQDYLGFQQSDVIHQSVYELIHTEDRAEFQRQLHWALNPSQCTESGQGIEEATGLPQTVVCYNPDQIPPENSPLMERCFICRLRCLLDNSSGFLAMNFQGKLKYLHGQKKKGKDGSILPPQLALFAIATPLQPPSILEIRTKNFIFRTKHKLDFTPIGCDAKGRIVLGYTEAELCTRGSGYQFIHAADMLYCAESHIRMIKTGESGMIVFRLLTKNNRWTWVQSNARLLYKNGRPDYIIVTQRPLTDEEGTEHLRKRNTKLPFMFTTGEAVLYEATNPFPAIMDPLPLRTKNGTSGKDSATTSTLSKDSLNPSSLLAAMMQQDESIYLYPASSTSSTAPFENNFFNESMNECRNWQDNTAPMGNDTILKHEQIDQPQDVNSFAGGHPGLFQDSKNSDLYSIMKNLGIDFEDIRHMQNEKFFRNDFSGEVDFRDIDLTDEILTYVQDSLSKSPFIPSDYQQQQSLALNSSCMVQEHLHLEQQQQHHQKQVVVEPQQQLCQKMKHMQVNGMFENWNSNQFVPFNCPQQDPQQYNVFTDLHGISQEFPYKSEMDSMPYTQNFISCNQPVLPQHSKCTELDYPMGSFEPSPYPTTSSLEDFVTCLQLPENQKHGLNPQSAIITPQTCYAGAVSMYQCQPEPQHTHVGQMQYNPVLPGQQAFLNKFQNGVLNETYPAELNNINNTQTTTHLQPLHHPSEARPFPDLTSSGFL
Starred values were filed as active, the others as inactive; · = no result given; & = joins results of further samples.

SMILES | TPT1 inhibitor | PP5 inh | PAFAH2 FP inh | Fh CTSL1 inh | procasp7 counter | HCV core dimer | PP1 inh | procasp3 activ | AHR activator
Cc1ccc(Cn2ncc3c(N4CCN(CCc5ccccc5)CC4)ncnc32)cc1 | 1.0 | 1.3 | · | 2.0 | 7.0 | 0.0 | -0.9 | -7.2 | 1.5
CCOC(=O)C1CCCCN1Cc1ccc(C(F)(F)F)cc1 (stereo not drawn) | 0.5 | 4.0 | 4.4 | 2.6 | 4.1 | -1.2 | -1.7 | 6.2 | 0.4
Cc1cccc(C(=O)N=c2c(C#N)cc3c(=O)n4cccc(C)c4nc3n2Cc2ccco2)c1 | 5.6 | 3.2 | 9.2&0.7 | 2.6 | -29.1 | 59.7* | 25.1* | -20.2 | -2.9
CC1=NN(c2ccccc2)C(=O)C1N=Nc1ccc(S(N)(=O)=O)cc1 (stereo not drawn) | -0.7 | -1.3 | 0.0 | 19.5* | 11.8 | -7.2 | 6.4 | 1.3 | 26.5
Cc1ccc(CNC(=O)CCc2ccc(S(=O)(=O)NCC(C)C)cc2)cc1 | -3.4 | -6.4 | 3.6 | -5.4 | -11.6 | -0.9 | 1.9 | 0.0 | 3.3
COC(=O)c1ccc2c(=O)[nH]c(COC(=O)c3[nH]c(C)c(C(C)=O)c3C)nc2c1 | · | · | -12.8 | · | 2.4 | · | · | 2.6 | 1.6
CCc1ccc2[nH]c3nc(N/N=C/c4cccc(O)c4)nnc3c2c1 | 0.5 | 0.9 | -1.9 | 2.5 | -6.1 | 13.9 | 15.1 | 5.6 | 30.5
C=CCN(c1ccc(C(=O)Nc2ccc(C)cc2)cc1)S(C)(=O)=O | -2.2 | 3.6 | -1.1 | 0.5 | 2.9 | 3.5 | -0.1 | 1.5 | -0.6
COc1ccc(NC(=O)C(Cc2ccccc2)n2cccc2)cc1OC (stereo not drawn) | 4.7 | 0.4 | -5.1 | -1.6 | 3.7 | 2.9 | 4.6 | 0.7 | 3.9
COC(=O)[C@]1(Cc2ccccc2)N[C@H](CN(C)C(=O)Nc2ccc(Cl)cc2)[C@@H]2C(=O)N(Cc3ccccc3)C(=O)[C@@H]21 | · | · | -3.1 | · | 11.9 | · | · | 3.2 | 2.1
COc1ccc(Cl)cc1NC(=O)C/C(C)=N/NC(=O)CCc1ccccc1 | -0.7 | 1.3 | 9.4 | -1.8 | -5.0 | 2.8 | -0.5 | 9.6 | 15.8
CCC(C)n1c(=S)[nH]c2ccccc2c1=O (stereo not drawn) | -0.3 | 0.8 | -5.1 | -1.9 | 4.5 | 9.6 | 2.8 | 1.2 | 1.4
COc1ccc(NC(=S)NC(NC(=O)C(C)C)C(Cl)(Cl)Cl)c([N+](=O)[O-])c1 (stereo not drawn) | -3.7 | 1.9 | -5.2 | 0.0 | -5.1 | -2.6 | -2.8 | -1.4 | -0.6
O=C(Cn1ccc([N+](=O)[O-])n1)NCCc1c[nH]c2ccccc12 | 0.9 | -0.5 | 4.7 | 0.7 | 2.9 | -0.1 | 1.8 | -3.8 | 3.6
Cc1ccnc2nc(C(=O)OCC(=O)N(Cc3ccccc3)C(C)(C)C)nn12 | · | · | -0.5 | · | -0.9 | · | · | 5.9 | -0.6

The final 2 records of the section before lead into the next:
SMILES | TPT1 inhibitor | PP5 inh | PAFAH2 FP inh | Fh CTSL1 inh | procasp7 counter | HCV core dimer | PP1 inh | procasp3 activ | AHR activator
O=C(Cn1ccc([N+](=O)[O-])n1)NCCc1c[nH]c2ccccc12 | 0.9 | -0.5 | 4.7 | 0.7 | 2.9 | -0.1 | 1.8 | -3.8 | 3.6
Cc1ccnc2nc(C(=O)OCC(=O)N(Cc3ccccc3)C(C)(C)C)nn12 | · | · | -0.5 | · | -0.9 | · | · | 5.9 | -0.6
COc1ccc(CCNC(=S)N2CCN(S(=O)(=O)c3ccc(C)cc3)CC2)cc1 | 0.5 | 0.4 | -2.1 | -2.6 | 9.0 | 7.8 | -4.1 | -11.2 | -2.1
C/C=C(\C)C(=O)NCCN1C2=NC[C@H](Cc3ccccc3)N2C[C@H]1Cc1ccc(O)cc1 | -0.7 | -0.3 | -0.9 | 1.0 | -4.1 | 7.0 | -1.1 | -6.9 | 1.4
Cc1ccc2[nH]c(C(=O)O)c(NC(=O)[C@@H]3C[C@@H]3c3ccccc3)c2c1 | -2.5 | 1.7 | 6.7 | 1.6 | -13.5 | 2.4 | -2.4 | 4.3 | 14.1
O=C(c1cc2cc(Cl)ccc2[nH]1)N1CCc2ccccc2C1 | 4.8 | 3.3 | 4.7 | 1.5 | -0.3 | 1.8 | -1.9 | 16.7 | 31.3
CSc1sc(C(=O)NC(=O)NCc2cccnc2)c(C)c1-c1ccon1 | -4.1 | 1.2 | 4.2 | -3.5 | 8.7 | 1.6 | -4.3 | -0.2 | 32.8
CC(=O)NC(CC(=O)Nc1cc(Cl)ccc1-n1cncn1)c1ccccc1 (stereo not drawn) | -2.0 | -1.1 | 2.5 | -2.0 | 4.6 | -2.3 | -2.3 | 7.8 | 21.5
O=C(c1nn(Cc2ccccc2)c(=O)c2ccccc12)N1CCN(c2ccccn2)CC1 | 0.9 | -2.5 | -6.3 | -2.6 | -2.3 | 4.9 | -3.5 | 6.5 | 1.6
Cc1oc(-c2cccs2)nc1CS(=O)CC(=O)NCCCN1CC(C)CC(C)C1 (stereo not drawn) | 1.7 | -0.3 | -8.9 | -1.3 | 5.5 | 6.9 | 0.8 | -0.2 | -1.0
O=[N+]([O-])c1cc(S(=O)(=O)Nc2cccc(C(F)(F)F)c2)ccc1-n1nnc2ccccc21 | 0.3 | 0.2 | 8.7 | 6.0 | -0.9 | 14.0 | 2.5 | -4.2 | -1.2
Cc1ccc(NC(=O)c2cc(N3C(=O)C4CC=CCC4C3=O)ccc2N2CCCCC2)cc1 (stereo not drawn) | -6.0 | 0.0 | -10.4 | -0.6 | -7.2 | 6.1 | -1.9 | -0.6 | 0.8
Cc1ccc(CSCC(=O)N/N=C/c2sccc2C)cc1 | -2.7 | 0.6 | -1.8 | 4.1 | 3.1 | 4.0 | 4.0 | 0.6 | 14.1
Cc1cc(C)cc(NC(=O)CSc2nnc(CNC(=O)c3cccs3)o2)c1 | -1.1 | -0.1 | 6.5 | 1.1 | -2.0 | -4.2 | -0.3 | 0.6 | 19.8
C=CCOc1ccc(C2C(C(=O)c3ccco3)=C(O)C(=O)N2c2nnc(C)s2)cc1 (stereo not drawn) | 2.1 | -1.8 | 3.3 | 3.7 | -29.9 | 8.7 | 6.7 | -5.7 | -1.4
O=C(NCNC(=O)c1ccccc1)c1ccccc1 | -0.8 | -1.8 | 2.6 | 9.8 | 4.4 | 1.1 | -5.1 | -7.2 | -1.5
COc1ccccc1CNC(=O)CN(c1ccc(C)cc1)S(=O)(=O)c1c(C)nn(C)c1C | -1.7 | -1.3 | 5.4 | -0.2 | 0.8 | 4.9 | -4.1 | -2.9 | 2.4
Oc1cccc(C(=S)N2CCCCC2)c1 | -3.4 | -1.0 | -1.5 | 0.4 | -17.6 | -2.0 | -0.1 | -13.9 | 2.7
O=C(N/N=C/c1ccco1)/C(=C/c1cccc([N+](=O)[O-])c1)NC(=O)c1ccccc1 | -1.6 | -1.0 | -3.7 | 11.8 | 2.6 | -2.2 | -1.9 | 9.1 | 3.5
c1cncc(C2OCC3(CO2)COC(c2cccnc2)OC3)c1 (stereo not drawn) | 4.0 | 1.3 | -11.2 | -1.0 | -0.3 | 2.3 | -1.9 | 8.5 | 1.1
Cc1noc(C)c1NC(=O)N(C)C[C@H]1Oc2ccc(NC(=O)Nc3ccccc3)cc2C(=O)N([C@H](C)CO)C[C@@H]1C | · | · | 3.6 | · | 5.3 | · | · | 3.7 | 1.6
COC(=O)C1(CO)NC(c2cccs2)C2C(=O)N(c3ccccc3)C(=O)C21 (stereo not drawn) | -9.9 | 2.6 | -10.2 | -0.6 | 13.0 | 3.2 | 0.3 | 0.1 | 0.6
CCOC(=O)CN1C(=O)C(O)=C(C(C)=O)C1c1ccc(F)cc1 (stereo not drawn) | 3.5 | 1.2 | 4.8 | 2.4 | 8.2 | -5.5 | -3.1 | 12.2 | 0.8
C#CC(C)(C)NC(=S)NC1CC2C=CC1C2 (stereo not drawn) | 0.6 | 1.5 | 1.5 | 3.6 | -2.9 | 6.2 | -2.7 | -1.7 | -1.4
Cc1cccc(C(=O)O/N=C(\N)CS(=O)(=O)c2ccccc2)c1 | -0.3 | 1.4 | 43.9* | -3.2 | 2.6 | -6.8 | 1.3 | -2.4 | -1.8
COC(=O)Nc1nc(C)c(C(=O)c2ccccc2)s1 | -5.1 | 3.2 | 0.7 | 2.3 | -0.1 | 5.3 | 2.0 | 2.3 | -1.0
CCOC(=O)c1ccc(NC(=O)C(=O)NCC2CCCO2)cc1 (stereo not drawn) | 1.7 | 2.5 | -1.4 | -2.3 | 9.7 | -8.4 | 1.7 | 1.2 | 5.1
O=C(Nc1ccccc1-c1ccccc1)C(c1ccccc1)c1ccccc1 | 0.7 | 2.0 | 2.5 | -0.5 | 0.0 | 13.4 | -0.3 | 4.8 | -1.5
C(=N\Nc1nc2ccccc2[nH]1)/c1cccc2nccnc12 | 6.0 | 0.2 | · | 1.6 | -1.2 | -21.6 | -0.8 | -1.7 | 27.2
Cc1noc(/C=C/c2cccs2)c1S(=O)(=O)N1CCC(C(=O)NCCCN2CCCC(C)C2)CC1 (stereo not drawn) | -4.2 | 0.4 | 2.9 | 7.5 | 4.7 | -5.7 | -3.1 | -4.8 | -0.2
COc1ccccc1-c1csc(Cc2nnc3n2CCCCC3)n1 | -2.5 | 0.1 | 2.1 | -0.6 | 1.7 | -1.4 | -2.4 | 0.8 | 42.1
CN(Cc1ccccc1)C(=O)CCC1CCN(C(=O)CCC(F)(F)F)CC1 | -4.4 | 2.2 | 1.1 | -0.5 | 1.4 | -6.4 | 1.4 | -2.9 | 4.3
Cc1nnc(Nc2ccc(Cl)cc2)n(N)c1=O | 1.2 | 0.4 | -4.1 | 3.7 | 5.1 | -2.8 | 1.1 | 13.0 | 18.4
Cc1ccc(-n2c(=S)sc3c(=O)n(-c4ccccc4F)c(SCC(=O)O)nc32)cc1C | 1.4 | -1.2 | 4.2 | -0.5 | 10.7 | 15.2 | 0.9 | 1.2 | 1.9

Screens as filed in PubChem BioAssay.
